sdo1 growth – restores growth of sdo1-depleted yeast | AID 817 | z-score at 10 µM | 140,000 tested, 0.21% active | S. cerevisiae sdo1-depleted JHY4D growth rescue, OD600 30 h; hits give high values; pdr5 snq2 efflux-pump mutant strain;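 active = z-score above 3 at both the 24 hr and the 30 hr optical density reads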;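 note: z-score against mean and SD of all compound wells on the same plate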
Insulin prom inh – TRM-6 insulin promoter activity inhibition. TRM-6 cells (human fetal islet line), insulin promoter-eGFP reporter, imaging; reporter expression induced with tamoxifen. inhibition, % at 2 µM. 130,000 tested, 0.9% active;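 active = inhibition above the mean plus 3 SD, with well images judged a real hit on visual review, cut at about 60% in these data, passing the limit was not always enough; inconclusive = inhibition over the cutoff but images rejected on review; inactive = inhibition not above the cutoff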
sdo1 growth Rescue 24 h – second read-out of sdo1 growth, no call of its own (marks repeat the call); z-score; S. cerevisiae sdo1-depleted JHY4D growth rescue, OD600; measured here: growth rescue at 24 h;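 0 is the plate mean of compound wells and units are plate SD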
Starred values were filed as active, the others as inactive; ? = inconclusive; . = not tested or not shown.

sdo1 growth	molecule	sdo1 growth Rescue 24 h	Insulin prom inh
-0.17	CC(NC(=O)C1(S(=O)(=O)c2ccc(Cl)cc2)CC1)c1ccccc1 (configuration not stated)	-0.63	-6
-0.19	Cc1oc2c(CN3CCOCC3)c(O)ccc2c(=O)c1-c1ccc(Br)cc1	-0.29	-3
1.2	CCOC(=O)CN1C(=O)N[C@@H](c2ccccc2)C(C(C)=O)=C1C	1.1	60*
.	O=c1/c(=C\c2cc([N+](=O)[O-])cc([N+](=O)[O-])c2O)sc2nc3ccccc3n12	.	7
-0.92	O=C(CCCN1C(=O)c2ccccc2C1=O)Oc1ccc(Cl)cc1	-2.1	.
0.33	C=CCNc1nc2c(c(=O)n(C)c(=O)n2C)n1CC	-0.66	.
-0.18	Cc1cccc(C(=O)O/N=C2\CCS(=O)(=O)c3sccc32)c1	-0.16	23
0.34	CC1CCN(C(=O)c2ccc3c(c2NCCO)C(=O)c2ccccc2C3=O)CC1	1.1	46
-1.1	CC(C)OC(=O)C1CC=CCC1C(=O)Nc1ccc(Cl)cc1 (configuration not stated)	-1.1	20
0.03	COCCOC(=O)C1=C(C)N=C2SCCC(=O)N2C1c1cccc(Br)c1 (configuration not stated)	0.23	.
-0.79	O=C(C(Cc1ccccc1)n1cccc1)N1CCN(c2ccccc2)CC1 (configuration not stated)	-0.19	.
.	COc1ccccc1-c1nnc(NC(=O)c2ccc3c(c2)OCO3)s1	.	5
1.1	CCOCc1nnc(NC(=O)c2ccc(OC)cc2)s1	0.49	28
-0.2	Cc1noc(C)c1S(=O)(=O)Nc1ccc(C(=O)NC2CCCCC2)cc1	-1.3	.
-1.1	O=[N+]([O-])c1cccnc1NCCNc1ncc(C(F)(F)F)cc1Cl	-1.2	26
-0.55	Cc1ccsc1/C=N/n1c(C2CCCCC2)n[nH]c1=S	-0.11	-44
-0.68	O=C(c1ccco1)N1c2ccccc2Sc2ccccc21	-0.21	-3
-1	CCN1C(=O)/C(=C2\SC(=S)N(CC3CCCO3)C2=O)c2ccccc21 (configuration not stated)	-1.5	.
1.6	c1ccc2c(c1)Sc1ccccc1-n1cnnc1-2	0.81	?
0.3	CC(=O)c1ccc(OCc2ccc(Oc3c(Cl)cccc3[N+](=O)[O-])cc2)cc1	0.88	-14
-0.3	O=C(CSc1nnc(-c2ccccc2)o1)c1ccc2c(c1)OCCO2	1.6	.
.	CCCC(=O)NC(Nc1c(C)n(C)n(-c2ccccc2)c1=O)C(Cl)(Cl)Cl (configuration not stated)	.	-50
0.49	CC(C)(CO)NC(=O)CCCOc1ccc(Cl)cc1Cl	0.37	-47
0.29	O=C1/C(=C/c2cccnc2)SC(=S)N1C1CCS(=O)(=O)C1 (configuration not stated)	0.81	-36
.	Cc1cc(=O)oc2cc(OC(=O)c3ccccc3)ccc12	.	-47
-0.02	O=c1[nH]c2ccc(S(=O)(=O)N3CCN(c4ccccc4)CC3)cc2[nH]c1=O	0.44	-5
0.95	COc1cccc2cc(C(=O)C3=C(O)C(=O)N(CCN(C)C)C3c3ccc(F)cc3)oc12 (configuration not stated)	0.96	12
-0.54	C=CCn1c(SCC(=O)N2CCOCC2)nc2sc3c(c2c1=O)CCCC3	-0.23	11
0.09	Cc1cc(N2CCC(C(N)=O)CC2)nc(-c2ccccc2)n1	-0.46	8
-1.4	CCCCOc1ccc(C(=O)N/C(=C\c2ccc([N+](=O)[O-])cc2)C(=O)OCc2ccco2)cc1	-0.79	?

Results in Insulin prom inh and sdo1 growth Rescue 24 h, for 2 of the compounds above:
canonical_smiles	Insulin prom inh	sdo1 growth Rescue 24 h
O=C(c1ccco1)N1c2ccccc2Sc2ccccc21	-3	-0.21
CCN1C(=O)/C(=C2\SC(=S)N(CC3CCCO3)C2=O)c2ccccc21 (configuration not stated)	.	-1.5

A draw from above in order of SMILES length, high to low.
sdo1 growth	molecule	sdo1 growth Rescue 24 h	Insulin prom inh
-0.02	O=c1[nH]c2ccc(S(=O)(=O)N3CCN(c4ccccc4)CC3)cc2[nH]c1=O	0.44	-5
.	CCCC(=O)NC(Nc1c(C)n(C)n(-c2ccccc2)c1=O)C(Cl)(Cl)Cl (configuration not stated)	.	-50
-0.54	C=CCn1c(SCC(=O)N2CCOCC2)nc2sc3c(c2c1=O)CCCC3	-0.23	11
0.29	O=C1/C(=C/c2cccnc2)SC(=S)N1C1CCS(=O)(=O)C1 (configuration not stated)	0.81	-36
-0.3	O=C(CSc1nnc(-c2ccccc2)o1)c1ccc2c(c1)OCCO2	1.6	.
0.09	Cc1cc(N2CCC(C(N)=O)CC2)nc(-c2ccccc2)n1	-0.46	8

Other results follow:
sdo1 growth	molecule	sdo1 growth Rescue 24 h	Insulin prom inh
-0.12	COc1ccccc1NC(=O)CN(c1ccc(C)cc1)S(=O)(=O)c1c(C)n[nH]c1C	-0.53	.
1.1	COc1cccc(N2CC(O)Cn3c2nc2c3c(=O)n(CCCc3ccccc3)c(=O)n2C)c1 (configuration not stated)	1.4	.
1.1	CCOC(=O)CN1CC23C=CC(O2)C(C(=O)Nc2ccc4c(c2)OCO4)C3C1=O (configuration not stated)	0.56	.
-0.8	CC(C)Nc1nc(NC(C)C)nc(N(C)C#N)n1	-1	77*
-0.18	CN(C)c1ccc(S(=O)(=O)NCC(=O)OCC(=O)Nc2cc(Cl)cc(Cl)c2)cc1[N+](=O)[O-]	-0.34	9
-0.1	O=C(CNC1CCCCC1)N1CCc2ccccc2C1	-0.59	46
-0.37	COC(=O)C1=C(C)NC2=C(C(=O)CCC2)C1c1coc2ccccc2c1=O (configuration not stated)	-0.88	.
0.33	CCOc1ccc2nc(/N=C/c3c(C)[nH]n(-c4ccc(C)cc4)c3=O)sc2c1	-0.22	20
-0.92	Cc1c(C(=O)NCc2ccco2)sc2nc(-c3ccccc3)cn12	-1.2	.
.	CCN(CCn1cccn1)C(=O)CCc1nnc(C2(c3ccc(Cl)cc3)CCC2)o1	.	-5

Overlap with the part before: 4 compounds, followed by the next part.
sdo1 growth	molecule	sdo1 growth Rescue 24 h	Insulin prom inh
-0.37	COC(=O)C1=C(C)NC2=C(C(=O)CCC2)C1c1coc2ccccc2c1=O (configuration not stated)	-0.88	.
0.33	CCOc1ccc2nc(/N=C/c3c(C)[nH]n(-c4ccc(C)cc4)c3=O)sc2c1	-0.22	20
-0.92	Cc1c(C(=O)NCc2ccco2)sc2nc(-c3ccccc3)cn12	-1.2	.
.	CCN(CCn1cccn1)C(=O)CCc1nnc(C2(c3ccc(Cl)cc3)CCC2)o1	.	-5
1.1	C=CCN1C(=O)C(C(C)CC)NC1=S (configuration not stated)	1.1	50
0.7	CCc1ccc(OCC(=O)N(C)C2CCS(=O)(=O)C2)cc1 (configuration not stated)	0.91	.
-0.03	COc1ccc(NS(=O)(=O)c2ccc3c(c2)oc(=O)n3C)c(OC)c1	-0.54	.
-1.4	Cc1ccc(-c2csc(NC(=O)CSc3nc4ccccc4[nH]3)n2)cc1	-0.44	-45
.	CCN(CC)CCOC(=O)c1ccc(Cl)cc1Cl	.	11
.	COc1ccc(CCNC(=O)CO/N=C/c2cc3c(cc2Br)OCO3)cc1OC	.	-160
0.5	O=C(Cc1cccs1)Nc1ccc2c(c1)C(=O)OC2	0.37	25
-0.15	Cn1c(=O)c2c(nc(Sc3ncccn3)n2Cc2ccccc2Cl)n(C)c1=O	-0.48	-7
0.48	CC1CCCC(C)N1CCNC(=O)Cn1nc(-c2ccccc2)ccc1=O (configuration not stated)	-0.49	.
0.24	COc1cccc(C(CC(=O)NCC2CCCO2)NS(=O)(=O)c2ccc(C)cc2)c1OC (configuration not stated)	0.26	.
-0.56	COc1ccc(C(=O)/C=C/c2ccc(OC)c(Cn3nnc4ccccc43)c2)cc1	0.02	8
0.41	Cc1ccc(-c2cc(=O)c3cc(F)ccc3[nH]2)cc1	0.64	38
1.3	CS(=O)(=O)NCCCc1ccccc1	1.8	36
1.3	CCN(Cc1cc2ccc(C)cc2[nH]c1=O)C(=O)c1ccncc1	0.57	.
.	CCCCCCNC1=NCCS1	.	-17
.	COc1cc(/C(C)=N/NC(=O)C(O)(c2ccccc2)c2ccccc2)ccc1O	.	-8
1.4	Cc1ccc(OCC(=O)NNC(=O)CCC(=O)NCc2ccccc2)cc1	-0.13	2
-0.15	COc1ccc(Cn2nnnc2C(c2ccccc2Cl)N2CCN(C)CC2)cc1 (configuration not stated)	-0.71	.
0.44	O=C(O)C1SCCN1S(=O)(=O)c1ccc2ccccc2c1 (configuration not stated)	0.24	-67
0.2	CCCOc1ccc(N2CC(C(=O)Nc3ccccc3C(=O)NCc3ccco3)CC2=O)cc1 (configuration not stated)	0.36	26
-0.58	Cc1ccc(S(=O)(=O)Nc2cc(C)c(O)c(S(=O)(=O)c3ccc(C)cc3)c2)cc1	-0.29	3
.	CC(=O)NCc1cc(-c2ccc(Cl)cc2)no1	.	-337
.	Cc1c(Cl)cccc1N1C(=O)CC(NNC(=O)c2cccs2)C1=O (configuration not stated)	.	-33
0.09	COc1cc(NC(=O)C2=C(N3CCOCC3)/C(=C\c3ccc(Cl)cc3Cl)CC2)cc(OC)c1OC	0.4	43
0.1	COc1ccc(CNC(=O)CN(Cc2ccccc2)C(=O)c2csnn2)cc1	-0.57	8
0.05	COc1cccc(C2=CC(c3ccc(C)cc3)n3ncnc3N2)c1 (configuration not stated)	0.58	-13
0.43	COCCNC(=O)CN1CCN(C(c2ccccc2)c2ccccc2)CC1	0.73	-10
0.65	O=C(NCc1ccc2c(c1)OCO2)c1ccc2c(=O)n(C3CCCC3)c(=O)[nH]c2c1	0.58	.
-2	N/C(=N\OC(=O)c1ccccc1Cl)c1ccccc1	-1.6	23
0.32	O=C(CCCCCNc1nc(=S)[nH]c2ccccc12)N1CCN(c2ccccn2)CC1	0.22	21
.	CC1(c2ccc3noc(-c4cccc(F)c4)c3c2)OCCO1	.	-33
0.05	COc1cc(OC)nc(Oc2ccccc2C(=O)Oc2cccc(C)c2)n1	0.25	-30
-0.48	Cc1ccc(C)c(NC(=O)C2CC(O)CN2C(=O)OCc2ccccc2)c1 (configuration not stated)	-1.2	25
-1.9	Cc1ccc(Cc2cnc(NC(=O)/C(C#N)=C/c3ccc(-c4ccccc4[N+](=O)[O-])o3)s2)cc1	-1.1	-28
-0.77	COc1ccc(N2C(=O)C3[C@@H](C2=O)C2(Cl)C(Cl)=C(Cl)C3(Cl)C2(OC)OC)cc1 (some centres not stated)	-1	.
0.54	COc1cccc(OC)c1OCCNCCO	0.21	-19
-0.01	COc1ccc(C)cc1-n1nnnc1SCC(=O)NC(=O)NCc1ccco1	0.81	-4
-0.53	CCCOP(=O)(OCCC)C(NC(=O)C(C)(C)C)c1ccccc1 (configuration not stated)	-1.5	.
.	CCN1CCc2c(OCc3ccc(C)cc3)cccc2C1=O	.	-31
-0.96	COc1ccc(OCCNC(=O)C(c2ccccc2)c2ccccc2)cc1	-0.63	-30
0.1	COc1ccc(CNC2CCCc3ccccc32)cc1OC (configuration not stated)	-0.79	.
-0.29	O=C(Nc1ccc2nc3n(c(=O)c2c1)CCCCC3)c1ccccc1Cl	-0.47	.
.	Cc1ccc(C(=O)N/N=C\c2cccs2)cn1	.	45
-0.77	O=C(CSc1nc(-c2ccccc2)nc2c1CCCC2)N1CCOCC1	-0.74	-35
-0.34	Cc1ccc(CNc2nc3c([nH]2)c(=O)n(C)c(=O)n3C)cc1	-0.21	.
0.17	CC(=O)CC1OC(=O)C(Br)=C1NCc1ccccc1 (configuration not stated)	0.74	-94
0.02	COc1ccccc1-c1nnc(SCC(=O)OC(C)C)o1	-0.01	-33
0.65	CCOC(=O)c1[nH]c(C)c(C(=O)OCC(=O)N(CC)C2CCS(=O)(=O)C2)c1C (configuration not stated)	0.75	6
-1.1	CC(C)OC(=O)c1cccc(NC(=O)c2ccccc2)c1	-0.66	.
1.8	CCN(CCCNC(=O)C1CCCN(S(=O)(=O)CC)C1)c1cccc(C)c1 (configuration not stated)	1.2	-94

Further compounds follow.
sdo1 growth	molecule	sdo1 growth Rescue 24 h	Insulin prom inh
-1.5	CN(C)c1cccc2c(S(=O)(=O)Nc3ccccn3)cccc12	-1.5	13
-0.74	O=C(N/N=C/c1ccc(F)cc1)c1cc(-c2ccco2)nc2ccccc12	-0.12	.
0.2	Cc1ccc(S(=O)(=O)N2CCCCC2C(=O)NCc2ccco2)cc1 (configuration not stated)	-0.11	.
.	CCOC1OC(=O)C(Cl)=C1Nc1cc(C)ccc1C (configuration not stated)	.	50
0.79	COC(=O)c1ccccc1NC(=O)C(=O)NCC1CCCO1 (configuration not stated)	0.05	.
-0.61	O=C(O)C1Cc2c([nH]c3ccccc23)C(c2ccc3c(c2)OCO3)N1 (configuration not stated)	-0.96	-6
0.18	Cc1ccc(C)c(OCCn2c(=O)c3c(ncn3C3CCCC3)n(Cc3ccccc3)c2=O)c1	0.33	46
.	CCC(C)(C)c1ccc(OCCCC[n+]2cccc(C)c2)c(C(C)(C)CC)c1	.	-11
-0.07	CCOC(=O)N1CCN(C(=O)CN(c2cccc(C)c2)S(=O)(=O)c2ccccc2)CC1	-0.8	.
0.13	CCNC(=O)CC1SC(=Nc2ccc(C)cc2)NC1=O (configuration not stated)	0.19	-54
-0.57	Cc1ccccc1OCCn1cc(/C=C(\C#N)C(=O)NCc2ccco2)c2ccccc21	0.27	-31
-1.4	O=C1c2ccsc2SCCN1Cc1c(Cl)cccc1Cl	-0.8	-107
